OXTR potentiator: potentiators of human oxytocin receptor | CHO-OTR cells, Fluo-8 calcium fluorescence, potentiator mode; 0% = oxytocin EC15, 100% = EC100 | activation, % at 3 µM | 0.061% of 320,000 active | AID 2445;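 active = activation above that plate's cutoff, the mean activation of tested compounds plus 3 SD, cut at about 6.6% in these data, passing the limit was not always enough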;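 note: 100% uses oxytocin at 75 nM as the full agonist control; some results filed as inactive read as strong as hits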
Target sequence (P30559 whole entry, looked up): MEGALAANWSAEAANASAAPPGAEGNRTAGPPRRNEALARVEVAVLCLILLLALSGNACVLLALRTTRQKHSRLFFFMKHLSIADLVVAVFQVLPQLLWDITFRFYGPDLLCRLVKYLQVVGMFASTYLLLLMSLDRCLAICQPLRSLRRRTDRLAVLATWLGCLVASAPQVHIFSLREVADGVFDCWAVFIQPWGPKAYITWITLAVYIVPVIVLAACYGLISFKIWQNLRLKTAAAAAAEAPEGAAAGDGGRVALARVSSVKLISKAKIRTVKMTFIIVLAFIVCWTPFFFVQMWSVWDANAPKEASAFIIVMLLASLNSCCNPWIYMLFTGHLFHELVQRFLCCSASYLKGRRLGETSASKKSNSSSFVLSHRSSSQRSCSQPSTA
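assay system = CHO-OTR cells, human receptor | schedule = compound 6 min at room temperature before oxytocin, 100 s read | detection = Fluo-8 intracellular calcium fluorescence, ex 470-495, em 515-575 nm | evaluation = normalized max/min fluorescence ratio, % activation | control set = EC15 oxytocin alone as 0%, 75 nM oxytocin (EC100) as 100%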
TAAR1 antagonist: antagonists of human TAAR1; 1.5% of 360,000 active; CHO RD-HGA16 TAAR1, Fluo-8 calcium fluorescence, antagonist; inhibition, % at 3 µM;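 active = inhibition above a per-plate cutoff, the mean inhibition of test compounds on that plate plus 3 SD, cut at about 49% in these data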;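 note: 0% = DMSO plus EC80 beta-PEA response and 100% = DMSO alone without agonist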
Target sequence (Q96RJ0 whole entry, looked up): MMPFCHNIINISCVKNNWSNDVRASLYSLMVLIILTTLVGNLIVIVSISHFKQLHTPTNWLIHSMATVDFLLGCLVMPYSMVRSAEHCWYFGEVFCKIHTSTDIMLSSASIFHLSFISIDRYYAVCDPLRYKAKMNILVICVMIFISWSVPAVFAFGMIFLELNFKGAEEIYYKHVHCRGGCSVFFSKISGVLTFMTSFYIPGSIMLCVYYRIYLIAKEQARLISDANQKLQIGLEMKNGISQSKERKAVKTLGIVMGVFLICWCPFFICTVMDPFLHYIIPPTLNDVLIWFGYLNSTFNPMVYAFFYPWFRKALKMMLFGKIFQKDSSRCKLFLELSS
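test system = CHO RD-HGA16 cells bearing hTAAR1 | replication = singlicate | controls = DMSO-only wells and EC80 β-PEA-stimulated wells | reagent = EC80 β-phenethylamine stimulus | read-out basis = percent inhibition of PEA-evoked calcium signal, max/basal emission ratio | schedule = seeding 17-24 h prior, 75-min 37 °C, 30-min RT dye loading | signal = kinetic Fluo-8 calcium fluorescence measurement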
V1aR counter: V1a receptor agonism, counter-screen for OXTR agonists. P37288. CHO-V1R cells, Fluo-8 calcium fluorescence, agonist mode; 0% DMSO, 100% 3 nM vasopressin. activation, % at 3 µM. 0.25% of 320,000 active. AID 2797;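 active = activation above the mean activation of all tested compounds plus 3 SD, per screening run, cut at about 20% in these data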;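 note: signal is peak over basal fluorescence ratio across a 100 second FLIPR read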
M1 ag: activates human CHRM1 receptor; P11229; activation, % at 3 µM; 0.33% of 360,000 active; CHO-K1 hM1, Fluo-8 calcium fluorescence, agonist mode; 0% DMSO, 100% acetylcholine EC100;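 active = activation above the run's mean compound activation plus 3 SD, cut at about 16% in these data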;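 note: peak over basal fluorescence ratio within a 140 s kinetic read after compound addition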
CHO parental Ca: signal in parental CHO cells, OX1R antagonist counter-screen. 0.63% of 330,000 active. parental CHO-K1, ATP-induced calcium, Fluo-8 fluorescence. AID 463079. inhibition, % at 5.6 µM;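 active = inhibition above that plate's mean sample inhibition plus 3 SD, cut at about 26% in these data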;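 note: 0% = ATP-challenged DMSO wells and 100% = DMSO wells without ATP; some compounds past the cut are filed as inactive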
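Test system: parental CHO cells; detection: calcium-sensitive Fluo-8 fluorescence; evaluation: percent inhibition of calcium signal; also added: ATP as calcium-mobilizing challenge; repeats: one well per compound; control set: ATP-challenged DMSO wells low, unchallenged DMSO wells high; compound: single nominal dose of 5.6 µM per compound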
CHRM1 PAM: potentiates human M1 receptor response to acetylcholine; P11229; CHO-K1 hM1, Fluo-8 calcium fluorescence, ACh EC20; 0% = ACh EC20, 100% = maximal ACh; activation, % at 3 µM; 0.088% of 360,000 active; AID 588819; in the data active = activation above about 19%, passing the limit was not always enough
OXTR agonist: human OXTR agonism. P30559. CHO-OTR cells, Fluo-8 calcium fluorescence; normalized: DMSO 0%, oxytocin 100%. activation, % at 3 µM. 0.32% of 320,000 active;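 active = activation above the mean of all tested compounds plus 3 SD, cutoff set per screening run, cut at about 20% in these data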;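 note: peak over basal fluorescence ratio from a 100 s FLIPR kinetic read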
M1 antag: human CHRM1 antagonism; CHO-K1 hM1, Fluo-8 calcium fluorescence, ACh EC80 antagonist; inhibition, % at 3 µM; 1.3% of 360,000 active; AID 588852;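 active = percent inhibition above its own plate's cutoff, namely the mean of that plate's compound wells plus 3 SD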;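 note: peak over basal fluorescence ratio during 140 s after agonist addition; 0% = ACh EC80 plus DMSO and 100% = DMSO alone without agonist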
TAAR1 agonist: agonists of human TAAR1 | AID 624467 | Q96RJ0 | activation, % at 3 µM | CHO RD-HGA16 TAAR1, Fluo-8 calcium fluorescence; vehicle wells 0%, saturating PEA agonist 100% | 0.99% of 360,000 active;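 active = activation above the mean activation of all test compounds in the run plus 3 SD, cut at about 38% in these data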
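Test system: RD-HGA16 (CHO) cells co-expressing Gα16 and hTAAR1; dosing: one-point dosing at 3 µM (nominal); timing: 17-24 h seeding, 75 min 37 °C dye, 30 min RT; signal: kinetic Fluo-8 calcium fluorescence; read-out basis: % activation relative to PEA EC100 response; controls: DMSO and PEA EC100; replicates: n 1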
Numbers without * were called inactive; · = no result given.

Under each structure – OXTR potentiator	TAAR1 antagonist	M1 antag	CHO parental Ca	M1 ag	TAAR1 agonist	OXTR agonist	V1aR counter	CHRM1 PAM
#1 Cc1nc(SCc2ccccc2)[nH]c(=O)c1CC(=O)OCC(C)C
  -15	10	-6	0	-4	2	-0.4	1.3	2
#2 CC(=O)c1ccc(NC(=O)c2ccc(N3C(=O)c4cccnc4C3=O)cc2)cc1
  -1	8	9	9	-3	2	0.7	-0.4	-1
#3 c1ccc(NCC2OCc3ccccc3CO2)cc1
  -9	-11	-16	-8	-6	1	-2.1	0.9	-2
#4 Cc1cc(=O)[nH]c(N2CCCC2)n1
  -7	-19	5	12	-3	8	-0.4	-0.1	1
#5 CC1CC(C)CN(C(=O)c2cc3ccccc3o2)C1 (configuration not stated)
  -2	-17	-8	-16	-5	-1	-2.7	-2.4	4
#6 C/C(=N/NC(=O)CNC(=O)c1cccs1)c1ccco1
  3	-15	18	-17	-3	3	0.9	0.2	-10
#7 C=CCN(C(=O)Nc1ccc2oc(C)nc2c1)c1ccccc1
  -5	24	-20	-9	-2	2	-0.8	0.2	5
#8 CCOC(=O)C1=C(COC(=O)CCC(=O)c2ccc(C)cc2)NC(=O)NC1C (configuration not stated)
  -2	-5	1	-27	-3	1	-0.3	1.2	-1
#9 COc1ccc(C2c3cc(OC)c(OC)cc3CC3C(=O)OCC32)cc1OC (configuration not stated)
  ·	12	-2	·	-2	2	·	·	2
#10 Cc1ccc2[nH]c(C(=O)O)c(-c3ccccc3)c2c1
  -7	-1	7	11	1	2	2.5	0.2	-6
#11 Cc1ccc(C)c(/C=C2\N=C(c3ccccc3F)OC2=O)c1
  4	6	-17	11	-2	4	0.8	0.5	5
#12 CCOc1ccc2nc(SCC(=O)NC(=O)NCc3ccco3)sc2c1
  -5	-17	-32	-12	-4	0	-0.2	-0.2	1
#13 O=C(OCc1nc2scc(-c3ccccc3)c2c(=O)[nH]1)c1cccc([N+](=O)[O-])c1
  0	-24	9	-12	-5	6	0.2	1.6	-5
#14 Cc1c(NC(=O)[C@@H](NC(=O)c2ccc(Cl)c([N+](=O)[O-])c2)C(C)C)c(=O)n(-c2ccccc2)n1C
  -7	-6	-1	-22	-5	-1	-0.4	1.1	3
#15 COc1ccc(Cc2nnc(SCC(=O)c3cccc([N+](=O)[O-])c3)n2C)cc1
  -3	-4	8	-14	-6	0	-1.1	-0.5	-2
#16 CCCOc1nc(SCCC)nc2c1cnn2-c1ccccc1
  3	-17	-7	-9	-2	3	1.1	0.5	9
#17 CC1=CCC2C(=O)N(C(C)c3ccccc3)C(=O)C2C1 (configuration not stated)
  -5	15	8	-14	-6	-1	-1.3	-0.6	-4
#18 O=c1oc(-c2cc3ccccc3o2)nc2sc3c(c12)CCCC3
  -9	9	1	-7	-4	6	-0.4	-0.4	-4
#19 Cn1c(=O)c2[nH]c(NN=Cc3ccccc3)nc2n(C)c1=O
  ·	11	-13	·	-3	6	·	·	2
#20 Cn1c(=O)c2c(nc(CN3CCc4ccccc4C3)n2Cc2ccccc2)n(C)c1=O
  1	-8	-8	-35	-4	27	-2.7	-0.9	11
#21 O=C(COc1ccc(S(=O)(=O)N2CCOCC2)cc1)NC1CCCC1
  0	-9	-2	-5	-4	11	0.9	0.2	-2
#22 OC1(CNCc2cn[nH]c2-c2cc3ccccc3o2)CCCCC1
  -3	1	-9	-19	-9	1	3.6	2.1	11
#23 Cc1ccc(CN2CC(C(=O)N3CCN(S(=O)(=O)c4c(F)cccc4F)CC3)CC2=O)cc1 (configuration not stated)
  -5	-4	-9	-16	-3	1	-0.6	-0.3	5
#24 Cc1ccc(C)c(NC(=O)CSc2nnc(CNC(=O)c3ccco3)n2C)c1
  3	10	2	-10	-2	0	0.5	-0.8	-3
#25 Cc1ccc(N2C(=O)c3ccc(N)cc3C2=O)cc1C
  -1	-12	2	-7	-2	11	0.3	-0.1	2
#26 COc1ccc(Cn2c(=O)[nH]c3cc(C(=O)N4CCN(Cc5ccccc5)CC4)ccc3c2=O)cc1
  -12	8	2	-30	-1	15	7.1	8.0	3
#27 Cc1ccc(S(=O)(=O)n2cccc2CO)cc1
  -9	-1	-7	-3	0	6	-0.8	0.0	16
#28 COc1cccc(NC(=O)C(C)(C)C)c1
  -2	10	-15	5	0	16	-0.2	0.3	17
#29 Cc1cccc(NC(=O)c2ccc(Cl)c(S(=O)(=O)N3CCCC3)c2)n1
  -4	-5	6	-16	-2	3	0.8	3.7	-2
#30 CC1CCN(C(=O)Cn2c(=O)n(-c3ccc(F)cc3)c(=O)c3sccc32)CC1
  -11	-42	-5	9	-1	2	-2.2	0.0	6

Next section, overlapping the part above by three compounds.
Under each structure – OXTR potentiator	TAAR1 antagonist	M1 antag	CHO parental Ca	M1 ag	TAAR1 agonist	OXTR agonist	V1aR counter	CHRM1 PAM
#28 COc1cccc(NC(=O)C(C)(C)C)c1
  -2	10	-15	5	0	16	-0.2	0.3	17
#29 Cc1cccc(NC(=O)c2ccc(Cl)c(S(=O)(=O)N3CCCC3)c2)n1
  -4	-5	6	-16	-2	3	0.8	3.7	-2
#30 CC1CCN(C(=O)Cn2c(=O)n(-c3ccc(F)cc3)c(=O)c3sccc32)CC1
  -11	-42	-5	9	-1	2	-2.2	0.0	6
#31 Cc1cccc(OCC(=O)N2CCN(c3nnc(-c4ccccc4)c4ccccc34)CC2)c1
  -1	13	57*	-13	-6	7	-4.2	-1.3	-28
#32 O=C1c2ccccc2S(=O)(=O)c2cc(C(=O)N3CCN(c4ccccc4)CC3)ccc21
  -7	15	6	-9	-6	10	0.8	0.4	15
#33 COc1cccc(NC(=O)COC(=O)C2=NN(c3ccccc3)C(=O)CC2)c1
  -3	-4	-1	-7	1	0	0.1	1.1	2
#34 CC(C)CCNC(=O)NC(=O)COC(=O)CNC(=O)C1CCCCC1
  -9	-19	-1	-2	-2	2	-0.8	-0.5	6
#35 COc1ccc(C)cc1S(=O)(=O)N(CC(=O)O)c1ccc(C)cc1
  3	7	4	-3	-4	3	0.7	0.2	5
#36 CC(C)C(OC(=O)C1=Cc2ccccc2OC1)C(=O)NCC1CCCO1 (configuration not stated)
  ·	6	-18	·	0	5	·	·	20
#37 c1ccc(OCCOCCN2CCc3ccccc3C2)cc1
  -9	-8	2	-15	-10	23	-0.3	0.3	-3
#38 O=C1OCCN1CCN(CN1C(=O)CCC1=O)CN1C(=O)CCC1=O
  6	-2	-1	9	-3	8	1.6	0.7	4
#39 O=C(NC1CCCc2ccccc21)C1CCCO1 (configuration not stated)
  -2	·	2	-3	-6	·	0.1	0.5	5
#40 O=C(Cc1cccc(NC(=O)C2CCCN(C(=O)C3CCCCC3)C2)c1)Nc1ccc(C(=O)N2CCCCC2)cc1 (configuration not stated)
  ·	-12	-6	·	-3	1	·	·	4
#41 Cc1sc2nc(CSCC(=O)N(CCC#N)c3ccccc3F)[nH]c(=O)c2c1C
  ·	-12	4	·	-1	2	·	·	0
#42 COc1cccc(N(C(=O)Cn2nnc(-c3cccs3)n2)C(C(=O)NC2CCCCC2)c2ccncc2)c1 (configuration not stated)
  2	21	1	-1	-2	3	0.3	0.0	6
#43 C/C=C(/C)C(=O)Nc1cccc(C2=NOC3(C2)C[C@@H](C(N)=O)N(C(=O)C2(C)CC2)C3)c1 (some centres not stated)
  -3	18	-1	-12	-5	9	1.1	-0.1	6
#44 Cc1cc(Cl)ccc1OCCCC(=O)N1CCOCC1
  -4	5	-15	-8	-2	0	0.0	1.2	9
#45 CCCCC1=CC2=C(c3ccco3)C(=O)C(C)(OC(=O)c3ccc(OC)cc3)C(=O)C2=CN1CCCCO (configuration not stated)
  -6	-4	4	0	-4	4	0.5	0.9	-2

Ordered by SMILES length (ascending): part of the list above
Under each structure – OXTR potentiator	TAAR1 antagonist	M1 antag	CHO parental Ca	M1 ag	TAAR1 agonist	OXTR agonist	V1aR counter	CHRM1 PAM
#44 Cc1cc(Cl)ccc1OCCCC(=O)N1CCOCC1
  -4	5	-15	-8	-2	0	0.0	1.2	9
#34 CC(C)CCNC(=O)NC(=O)COC(=O)CNC(=O)C1CCCCC1
  -9	-19	-1	-2	-2	2	-0.8	-0.5	6
#33 COc1cccc(NC(=O)COC(=O)C2=NN(c3ccccc3)C(=O)CC2)c1
  -3	-4	-1	-7	1	0	0.1	1.1	2
#32 O=C1c2ccccc2S(=O)(=O)c2cc(C(=O)N3CCN(c4ccccc4)CC3)ccc21
  -7	15	6	-9	-6	10	0.8	0.4	15

Source: PubChem BioAssay (The Scripps Research Institute Molecular Screening Center)
